MmCpn inh – blocks the Methanococcus maripaludis chaperonin Mm-Cpn; purified Mm-Cpn ATPase, ADP Transcreener TR-FRET; Potency, µM (series often up to 76.9 µM), for inactives: at the top dose activity, negative = inhibition, most hits filed as inhibitors; 330,000 tested, 0.031% active; note: potency is the fitted concentration of half-maximal effect; % is set by controls: 0 for no effect and ±100 for the full control effect; nearly all actives have a fitted effect of over 80% in size
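Purified archaeal chaperonin (25 nM final) was preincubated with compound for 10 min at 37°C, then ATP (10 uM final) was added for 30 min at 37°C in Tris pH 7.4/KCl/MgCl2/DTT buffer. ADP was quantified by HTRF Transcreener TR-FRET.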
A549 tox – A549 cytotoxicity, counter-screen for Nrf2 inhibitors; A549 ARE-Fluc cells, CellTiter-Fluor viability, 18-24 h; Potency, µM (series often up to 46 µM), without a hit: at the top dose activity change, negative = cytotoxicity, hits mostly inhibitors; 390,000 tested, 0.16% active; AID 504648; note: potency is the fitted concentration of half-maximal effect; % is set by controls: 0 for no effect and ±100 for the full control effect
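A549 ARE-Fluc cells in 5% FBS OPTI-MEM, 5000 cells/well, rested 2 h then exposed to compounds in concentration-response for 18-24 h at 37 °C. Viability by CellTiter-Fluor fluorescence (Ex 405/Em 525) after 30 min; luciferase luminescence (BugLite, 15 min, RT) read afterwards.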
CCT chaperon mod – modulators of cytosolic chaperonin (CCT/TRiC) activity; purified chaperonin ATPase assay, HTRF ADP detection, 30 min; activity change, % (concentration not given with the values), hits read low; 360,000 tested, 0.3% active; AID 651819; in the data active = activity change below about -30%; note: % is set by controls: 0 for no effect and ±100 for the full control effect
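TRiC at 40 or 20 nM final (batch-dependent) in 30 mM Tris pH 7.4, 100 mM KCl, 5 mM MgCl2, 1 mM DTT, with compound at single 76 uM and 10 uM ATP, 30 min at 37 deg C. ADP detected by HTRF Transcreener, 665/615 ratio.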
Nrf2 ARE act – activates Nrf2 signaling; AREc32 ARE-luciferase reporter (MCF7-derived line), luminescence, 24 h; Potency, µM (titrated, usually from 46.1 µM), without a hit: at the highest dose activation, actives largely listed as activators; 410,000 tested, 0.31% active; note: potency is the fitted concentration of half-maximal effect; % of control where 0% means no effect; nearly all actives have a fitted effect of over 65% in size
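For detection, Steady-Glo was added and plates sat 30 min at RT; before that, AREc32_Fluc cells grown overnight in OPTI-MEM/5% FBS had been treated with 23 nL compound for 24 hr at 37 deg C.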
Nrf2 block – inhibitors of Nrf2 signaling. A549 ARE-Fluc reporter, luciferase luminescence, 18-24 h. Potency, µM (series often up to 46 µM), for the others: at the highest dose activity change, negative = inhibition, most hits filed as inhibitors. 360,000 tested, 2.1% active. AID 504444; note: potency is the fitted concentration of half-maximal effect; % is set by controls: 0 for no effect and ±100 for the full control effect; nearly all actives have a fitted effect of over 60% in size
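Quantitative HTS in A549 cells stably bearing an antioxidant response element-firefly luciferase construct. Inhibition of Nrf2-driven transcription was scored by luminescence after 18-24 h of compound exposure at 37 °C.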
EPAC2 antagonist – EPAC2 (human) antagonism | Q8WZA2 | EPAC2 GEF exchange of Rap1B-BODIPY-GDP, fluorescence | Potency, µM (top dose mostly 114 µM), inactives show at the top dose activity, negative = inhibition, most hits filed as inhibitors | 360,000 tested, 0.18% active | AID 720708; note: potency is the fitted concentration of half-maximal effect; % is set by controls: 0 for no effect and ±100 for the full control effect; nearly all actives have a fitted effect of over 45% in size; many of its hits are not listed in these tables
Target sequence (Q8WZA2 whole entry, looked up): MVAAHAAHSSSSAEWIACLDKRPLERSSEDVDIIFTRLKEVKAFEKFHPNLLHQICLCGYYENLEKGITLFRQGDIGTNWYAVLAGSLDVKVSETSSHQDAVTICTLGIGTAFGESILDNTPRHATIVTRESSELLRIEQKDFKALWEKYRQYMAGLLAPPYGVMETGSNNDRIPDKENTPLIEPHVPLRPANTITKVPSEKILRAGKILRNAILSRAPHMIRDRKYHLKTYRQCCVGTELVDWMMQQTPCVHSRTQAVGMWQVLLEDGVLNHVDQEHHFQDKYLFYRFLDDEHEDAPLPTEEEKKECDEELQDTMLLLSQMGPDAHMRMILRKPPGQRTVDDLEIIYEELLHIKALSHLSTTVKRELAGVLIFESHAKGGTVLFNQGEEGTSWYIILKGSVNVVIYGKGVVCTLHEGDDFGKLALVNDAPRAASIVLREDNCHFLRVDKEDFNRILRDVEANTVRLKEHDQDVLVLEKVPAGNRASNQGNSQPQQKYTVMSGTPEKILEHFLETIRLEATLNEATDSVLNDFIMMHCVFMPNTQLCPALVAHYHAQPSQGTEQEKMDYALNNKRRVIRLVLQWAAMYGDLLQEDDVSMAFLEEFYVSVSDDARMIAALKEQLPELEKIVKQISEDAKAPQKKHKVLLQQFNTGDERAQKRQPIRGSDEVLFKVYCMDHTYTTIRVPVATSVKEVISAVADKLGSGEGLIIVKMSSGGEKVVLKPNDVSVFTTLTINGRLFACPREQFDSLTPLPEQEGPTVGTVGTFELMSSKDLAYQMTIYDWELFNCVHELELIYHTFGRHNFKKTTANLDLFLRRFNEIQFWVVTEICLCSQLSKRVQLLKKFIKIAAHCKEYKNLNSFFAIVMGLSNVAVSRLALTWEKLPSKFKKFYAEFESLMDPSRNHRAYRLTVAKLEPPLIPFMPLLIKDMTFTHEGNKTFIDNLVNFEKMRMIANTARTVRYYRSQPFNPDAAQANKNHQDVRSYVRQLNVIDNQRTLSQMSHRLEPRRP
pAkt inh – blocks phosphorylation of Akt. AID 651550. Neuro2A IGF-stimulated pAkt S473 HTRF, 20 min; active compounds read low. activity change, % for hits at 50 µM. 360,000 tested, 0.32% active; in the data active = activity change below about -80%; inconclusive = mostly about -51% to -80%; note: % is set by controls: 0 for no effect and ±100 for the full control effect
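Single-point screen (50 µM final compound) in Neuro2A cells stimulated 20 min with 6 nM IGF at 37 deg C. After lysis, Ser473-phosphorylated Akt read by HTRF (ex 330 nm, em 615/665 nm) as the 665/615 ratio.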
TGFb inhibitor – blocks TGF-b signaling; HepG2 CAGA-GFP TGF-b/SMAD3 reporter, GFP fluorescence, 18 h; TGF-beta stimulated, 500 pg/mL final; Potency, µM (top dose mostly 46.1 µM), for the others: at the top dose activity, negative = inhibition, usual class: inhibitors; 410,000 tested, 1.2% active; AID 588855; note: potency is the fitted concentration of half-maximal effect; % is set by controls: 0 for no effect and ±100 for the full control effect; nearly all actives have a fitted effect of over 65% in size
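Inhibition was scored as loss of TGF-beta-induced (500 pg/mL final, 18 hours, 37 degrees C) GFP in HEPG2 cells carrying a CAGA-GFP reporter, in DMEM with 1% FBS. Well GFP was summed per cell; Activity was normalised to unstimulated and stimulated DMSO wells, then concentration-response fitting.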
EPAC2 ag – agonists of human EPAC2 (RAPGEF4); Q8WZA2; Potency, µM (highest dose often 154 µM), for inactives: at the highest dose activation, usual class: activators; EPAC2 activation, biochemical qHTS; response scale: 100% = 6.5 mM cAMP response; 360,000 tested, 0.079% active; note: potency is the fitted concentration of half-maximal effect; nearly all actives have a fitted effect of over 50% in size
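Each well held 100 nM EPAC2, 250 nM RAP1B-BODIPY-GDP and 50 uM GDP. Fluorescence, read at 5-min intervals to 30 min, was referenced to a 6.5 mM cAMP positive control.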
An asterisk follows results filed as active; i = inactive; ? = inconclusive; · = not tested or not shown; [ ] = another dose, or the depositor's remark. Unless noted, calls come from the whole dose curve; as a rule, active = well fitted curve in the direction sought with a large enough effect; inconclusive = small, poorly fitted or top-dose-only effect, or another doubt; inactive = no such curve, though single readings can be large; an effect the other way counts as inactive or inconclusive.

SMILES | MmCpn inh | A549 tox | CCT chaperon mod | Nrf2 ARE act | Nrf2 block | EPAC2 antagonist | pAkt inh | TGFb inhibitor | EPAC2 ag
Cc1cccc(C)c1NC(=S)N/N=C/c1c(Cl)cccc1Cl | -2.0% | -7.5% | 0.1 | 0.2% | -2.0% | -9.4% | i | 3.1% | 1.5%
O=[N+]([O-])c1ncn(C23CC4CC(CC(C4)C2)C3)n1 | 0.2% | -3.3% | -0.3 | -0.5% | 1.6% | 12.0% | i | 3.9% | 9.0%
C=CCOC(=O)C1=C(C)NC(=O)NC1/C=C/c1ccccc1OC (stereo not given) | -0.8% | -0.7% | -0.2 | 2.2% | -19.7% | 3.8% | i | 13.4% | -6.8%
COc1ccc(-c2nsc(NC(=O)COc3ccccc3OC)n2)cc1 | · | 1.0% | · | 3.5% | 10.4% | · | · | -5.5% | ·
COc1ccc(CCNC(=O)Cc2cccs2)cc1OC | 2.0% | 4.0% | -1.2 | -0.2% | -1.4% | -0.3% | i | -18.0% | 14.0%
CCN(CC)Cc1c[nH]c2c(C(=O)OC)cccc12 | 0.9%[15.4 µM] | -5.8% | -0.4 | 9.6% | ? | -24.0% | i | 4.3% | 7.0%
CCC/C(=N\NC(=O)CNC(=O)/C=C/c1ccco1)c1ccccc1 | 2.0% | -4.8% | 0.7 | 24.6% | 2.3% | -0.2% | i | -27.7% | 9.6%
O=C(NCCc1ccc(Cl)cc1Cl)C1=CC=CN2CCS(=O)(=O)N=C12 | -2.5% | 4.9% | 3.0 | -0.7% | 4.5% | 0.5% | i | 5.8% | 4.1%
O=c1cc(O)nc(SC23CC4CC(CC(C4)C2)C3)[nH]1 | -0.7% | -12.0% | 0.4 | -0.2% | -7.1% | -2.1% | · | 0.8% | -0.5%
O=C(Nc1ccccc1N1CCN(c2ccc(F)cc2)CC1)c1ccccc1 | -3.6% | 1.6% | 3.6 | -0.5% | 1.7% | 0.0% | i | -2.1% | 4.0%
Cc1c(CC(=O)NCCC(C)C)c(=O)oc2cc3c(cc12)CCC(C)(C)O3 | 0.7% | 0.1% | 0.6 | -0.5% | -23.6% | 1.6% | i | 0.0% | -9.2%
COc1ccc(/C=N/Nc2nc(=O)[nH]nc2C)cc1OC | -0.7% | -9.2% | -3.4 | 4.5% | 9.2% | 2.8% | i | 1.9% | 15.5%
ON=C1CCCCCCCC1 | · | -11.7% | -1.3 | 0.3% | -21.3% | -1.8% | i | 1.9% | -2.3%
OCCNc1nnc(-c2ccccc2)c(-c2ccccc2)n1 | · | -0.3% | 0.1 | -1.1% | -1.7% | 6.7% | i | -2.5% | 1.9%
CC(=O)N1CCCC1(C(=O)O)c1ccccc1 (stereo not given) | -1.5% | -2.9% | 0.4 | -0.8% | 3.0% | -0.7% | i | -15.0% | -4.9%
Cc1cc(C(=O)N/N=C/c2cccc([N+](=O)[O-])c2)c(C)n1-c1ccccc1 | 0.1% | -2.4% | 1.0 | 6.1% | 0.9% | 23.7% | i | 5.5% | -5.9%
O=S(=O)(NCc1ccccc1)c1ccc(S(=O)(=O)N(Cc2cccs2)CC2CCCO2)cc1 (stereo not given) | -2.5% | 19.4% | -3.8 | 0.0% | -18.6% | 0.6% | i | -2.7% | 39.8µM*
Cc1cccc(N2CCN(C(=O)NCc3noc4ccccc34)CC2)c1C | · | 1.4% | · | 9.0% | 4.6% | · | · | -29.0% | ·
Cc1cc(C)c2nc(C(F)(F)F)nc(N3CC(C)OC(C)C3)c2c1 (stereo not given) | · | 10.8% | 1.6 | 0.2% | -3.4% | 10µM* | i | 9.3% | -2.3%
Cc1cc(C)cc(NC(=O)C(C)N2Cc3ccccc3C2=O)c1 (stereo not given) | · | 1.0% | · | -0.6% | 28.3% | · | · | 14.2% | ·
CC(=O)c1cccc(NC(=O)C2Cc3c(-c4ccc5c(c4)OCO5)ccnc3O2)c1 (stereo not given) | · | · | -0.9 | 3.8% | · | -11.7% | i | 4.6% | 13.6%
Cc1c(NC(=O)c2nn3c(C(F)(F)F)cc(-c4ccccc4)nc3c2Br)c(=O)n(-c2ccccc2)n1C | 1.1% | ? | 0.3 | ? | ? | -0.4% | i | 5.8% | -11.6%
COc1ccc(NC(=O)c2ccccc2CC[N+](=O)[O-])cc1 | -0.6% | -2.2% | -0.4 | 0.0% | 0.8% | -0.1% | i | 0.0% | 6.7%
COc1ccc(CNC(=O)CN(C)S(=O)(=O)c2ccc3[nH]c4c(c3c2)CCCC4)cc1 | · | 4.8% | · | 4.3% | ? | · | · | ? | ·
COc1ccccc1-c1cc(C(F)(F)F)nc(S(=O)(=O)CCCC(=O)Nc2cc(Br)ccc2O)n1 | · | 0.4% | · | 7.2% | 1.4%[9.27 µM] | · | · | -26.8% | ·
C/C(CC(=O)NC(C)(C)C)=N\NC(=O)COc1ccc(C)cc1Br | 2.6% | 4.9% | -0.9 | -0.5% | 7.2% | 1.7% | i | -1.3% | 2.5%
CN(C)CCNC=C(C(=O)Nc1ccc(Cl)cc1Cl)C(=O)Nc1ccc(Cl)cc1Cl | 0.0% | -0.3% | 2.4 | -0.3% | -17.6% | 0.8% | i | -1.0% | -2.6%
COC(=O)N/N=C/c1c[nH]c2ccccc12 | -0.4% | 5.4% | -1.3 | -0.5% | 15.3% | 4.2% | i | -3.6% | 5.0%
COc1ccc(N2CC(NS(=O)(=O)c3ccc(F)cc3)CC2=O)cc1 (stereo not given) | 1.0% | -2.6% | 2.2 | 0.4% | 0.3% | 1.5% | i | -0.6% | -2.5%
O=C(Nc1ccccc1Cl)c1c(F)c(F)c(F)c(F)c1F | · | -0.9% | 1.2 | ? | 2.3% | 9.1% | i | 0.4% | -5.7%
O=C(NCCN1CCOCC1)c1ccccc1N1C(=O)[C@@H]2Cc3c([nH]c4ccccc34)C(c3ccc(F)cc3)N2C1=O (stereo not given in full) | -0.1% | 5.0% | -1.6 | 3.7% | 8.3% | 1.6% | i | 8.6% | 3.9%
CCn1c(Cc2ccccc2)nnc1SCc1ccc([N+](=O)[O-])cc1 | 0.3% | -11.2% | -2.8 | -0.1% | 27.8% | 3.7% | i | 3.2% | 4.5%
O=C(/C=C/c1cccc(F)c1)Nc1cc(S(=O)(=O)N2CCOCC2)ccc1N1CCCC1 | -0.7% | 10.0% | 1.0 | 0.5%[9.22 µM] | -6.9% | 10.5% | i | -5.5% | -4.6%
CCCOc1ccc(S(=O)(=O)NCCN2CCOCC2)c2ccccc12 | -1.2% | -14.0% | -3.3 | 2.3% | · | -7.9% | i | 12.6% | 0.2%
CCCCNC(=O)CC1Nc2ccccc2NC1=O (stereo not given) | -1.3% | -3.5% | 0.2 | -0.1% | -6.7% | 11.1% | i | 3.5% | 12.5%
O=C(NC1CCCCC1)c1ccc(CSc2nc3cccnc3n2Cc2ccccc2F)cc1 | · | 11.3% | · | 8.5% | -29.5% | · | · | ? | ·
O=C(Cc1ccccc1[N+](=O)[O-])N/N=C/c1cccnc1 | 0.6% | -1.1% | 1.7 | 0.2% | 6.0% | 16.7% | i | 5.9% | 12.5%
Cc1ccc(C)c(/C(O)=C2\C(=O)C(=O)N(CCCn3ccnc3)C2c2ccncc2)c1 (stereo not given) | -0.9% | -2.2% | 0.0 | 0.4% | 22.9% | -1.4% | i | -0.2% | -5.9%
CC1(C)C2CCC(CN=C(N)CSS(=O)(=O)O)C1C2 (stereo not given) | · | · | 0.1 | 4.1% | · | 9.0% | i | -7.9% | -6.7%
CC(=O)OCc1c(C(F)(F)F)nn(C)c1Oc1ccccc1 | 3.0% | 5.1% | -2.0 | -0.6% | -23.0% | -3.9%[57.1 µM] | i | 16.9% | 3.9%

Fetched one by one from above, 3 records:
SMILES | MmCpn inh | A549 tox | CCT chaperon mod | Nrf2 ARE act | Nrf2 block | EPAC2 antagonist | pAkt inh | TGFb inhibitor | EPAC2 ag
CCC/C(=N\NC(=O)CNC(=O)/C=C/c1ccco1)c1ccccc1 | 2.0% | -4.8% | 0.7 | 24.6% | 2.3% | -0.2% | i | -27.7% | 9.6%
CCn1c(Cc2ccccc2)nnc1SCc1ccc([N+](=O)[O-])cc1 | 0.3% | -11.2% | -2.8 | -0.1% | 27.8% | 3.7% | i | 3.2% | 4.5%
C/C(CC(=O)NC(C)(C)C)=N\NC(=O)COc1ccc(C)cc1Br | 2.6% | 4.9% | -0.9 | -0.5% | 7.2% | 1.7% | i | -1.3% | 2.5%

Other records follow:
SMILES | MmCpn inh | A549 tox | CCT chaperon mod | Nrf2 ARE act | Nrf2 block | EPAC2 antagonist | pAkt inh | TGFb inhibitor | EPAC2 ag
CC(OC(=O)CN1C(=O)c2ccccc2C1=O)C(=O)NC1(C#N)CCCCC1 (stereo not given) | 0.9% | 3.9% | 1.7 | -0.3% | 1.3% | 6.3% | i | -6.3% | 9.2%
Cc1ccc(C(=O)OCc2nnc(-c3ccc(Br)cc3)o2)cc1 | 2.8% | -0.6% | -1.6 | -0.4% | 6.9% | -4.6% | i | 2.8% | -6.6%
Cc1cccc(C)c1N(CC(=O)N1CCOCC1)S(C)(=O)=O | 0.7% | -0.6% | -1.6 | -0.3% | -0.9% | 2.8% | i | -21.2% | 3.5%
CCC(=O)c1ccc(N2CCN(C(=O)c3cc([N+](=O)[O-])ccc3N3CCN(C)CC3)CC2)c(F)c1 | 1.1% | ? | 1.7 | 0.6% | 21.9% | 16.0% | · | -0.2% | 4.9%

Screening results as filed in PubChem.

Only part of the results is shown, so the mix of outcomes need not match the whole.
